LYP inh 2: blocks human PTPN22 phosphatase activity. actives 0.21% (n = 96,000). inhibition, % at 2 µM. recombinant LYP catalytic domain, DiFMUP fluorescence;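 active = inhibition at 2 µM at or above a set limit, the screen mean plus 3 SD, cut at about 24% in these data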;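 note: 0% = DMSO with enzyme and 100% = enzyme fully blocked by orthovanadate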
PostGolgi yeast: growth inhibition of a yeast mutant, post-Golgi transport screen; post-Golgi transport phenotypic cell assay; inhibition, % at 10 µM; actives 0.9% (n = 98,000);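 note: yeast cells grown in 1536-well plates; yeast grown about 18 h at 30C before absorbance read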
PTPN22 act: increases human PTPN22 phosphatase activity. Q9Y2R2. recombinant LYP, DiFMUP fluorescence; 0 = plate median, 100 = signal doubled. activation, % at 2 µM. actives 0.11% (n = 96,000). AID 697;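 active = activation at 2 µM above a set limit, the mean plus 5 SD, cut at about 37% in these data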
hDAT+cocaine: human DAT dopamine uptake with cocaine, either direction | AID 449768 | LLC-PK1 hDAT cells, [14C]-dopamine uptake with cocaine IC80; actives deviate in either direction | B-score at 10 µM | actives 1.3% (n = 110,000) | Q01959;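 active = Z score or B-score, a plate-position-corrected score, falls beyond the plate's 99.7% confidence bounds, in either direction; inactive = both scores lie inside the 99.7% bounds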;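 note: scored against the spread of the other compound wells on the same plate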
Target sequence (Q01959 whole entry, looked up): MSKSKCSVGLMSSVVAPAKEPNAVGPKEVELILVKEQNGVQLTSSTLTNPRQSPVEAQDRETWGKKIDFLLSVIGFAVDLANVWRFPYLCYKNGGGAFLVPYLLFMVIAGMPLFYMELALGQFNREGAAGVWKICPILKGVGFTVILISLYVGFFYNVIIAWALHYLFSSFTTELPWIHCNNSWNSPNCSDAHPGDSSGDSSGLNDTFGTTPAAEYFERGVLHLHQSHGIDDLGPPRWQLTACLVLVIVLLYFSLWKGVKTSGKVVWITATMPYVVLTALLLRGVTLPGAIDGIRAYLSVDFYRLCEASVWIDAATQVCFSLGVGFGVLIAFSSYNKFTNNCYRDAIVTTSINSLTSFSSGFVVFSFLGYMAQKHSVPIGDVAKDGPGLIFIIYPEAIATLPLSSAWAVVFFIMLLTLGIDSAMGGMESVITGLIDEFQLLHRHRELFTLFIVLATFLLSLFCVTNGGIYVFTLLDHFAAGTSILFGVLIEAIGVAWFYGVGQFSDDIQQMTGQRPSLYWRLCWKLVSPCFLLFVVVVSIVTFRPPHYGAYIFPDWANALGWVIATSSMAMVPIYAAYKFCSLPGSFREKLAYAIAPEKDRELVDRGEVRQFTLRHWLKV
PostGolgi ctrl: yeast control strain growth, post-Golgi counter-screen; efflux-deficient yeast background strain, growth absorbance A615, 16 h; inhibition, % at 10 µM; actives 5% (n = 98,000)
Ecoli WT expand: growth inhibitors of E. coli BW25113 wild type; actives 0.15% (n = 98,000); growth inhibition, % at 100 µM; OD600 absorbance;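 active = growth inhibition above about 50% at one test dose, limit read from the data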;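 note: growth measured after 20 h incubation at 37 °C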
CYP2C9 activ: increases human cytochrome P450 2C9 activity; P11712; recombinant CYP2C9, luciferin-H conversion, luminescence; active compounds read high; factor 1 = untreated enzyme, 0 = blocked; activation factor at 5 µM; actives 1.4% (n = 96,000); AID 1024;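 active = activation factor of 2 or more for CYP2C9 at a 5 µM dose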;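 note: 0 = sulfaphenazole-blocked wells and 1 = vehicle-only wells; values of inactives mirror those of a sister screen read the other way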
Target sequence (P11712 whole entry, looked up): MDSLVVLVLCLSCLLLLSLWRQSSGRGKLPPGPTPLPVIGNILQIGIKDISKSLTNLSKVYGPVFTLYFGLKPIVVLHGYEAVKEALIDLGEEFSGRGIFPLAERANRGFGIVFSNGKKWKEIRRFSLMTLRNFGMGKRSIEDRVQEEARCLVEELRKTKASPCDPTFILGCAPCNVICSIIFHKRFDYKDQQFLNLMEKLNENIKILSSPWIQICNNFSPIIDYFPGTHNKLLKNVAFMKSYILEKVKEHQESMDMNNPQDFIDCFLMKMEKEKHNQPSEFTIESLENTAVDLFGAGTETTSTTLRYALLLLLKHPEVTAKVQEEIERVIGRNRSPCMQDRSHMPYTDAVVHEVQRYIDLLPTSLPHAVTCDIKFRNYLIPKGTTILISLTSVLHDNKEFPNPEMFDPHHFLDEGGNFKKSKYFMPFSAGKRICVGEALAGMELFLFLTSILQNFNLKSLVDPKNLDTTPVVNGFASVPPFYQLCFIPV
PTK2B oligo ant: antagonists of human Pyk2 oligomerization; z-score (the deposit names both 25 µM and 10 µM); Q293 cells, Pyk2 FERM NanoBiT luminescence; active compounds read low; Q14289; actives 0.83% (n = 99,000);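 active = Z-score of -3 or lower, scaled per plate to the spread of control and sample wells; inactive = z-score above -3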;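 note: negative z-score means lost luminescence so less FERM oligomerization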
CYP2C9 inhib: human CYP2C9 inhibition | AID 777 | inhibition, % at 5 µM | P11712 | actives 20% (n = 96,000) | CYP2C9 Supersomes, luciferin-H conversion, luminescence;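 active = blocking of liver enzyme CYP2C9 beyond about 50% at 5 µM, limit read from the data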; note: values of inactives mirror those of a sister screen read the other way
Numbers without * were called inactive; / = no result given. Cut-off read from the data, not from the text of the source, unless noted: active = inhibition above about 30%; inactive = the rest.

Screens in order: LYP inh 2 | PostGolgi yeast | PTPN22 act | hDAT+cocaine | PostGolgi ctrl | Ecoli WT expand | CYP2C9 activ | PTK2B oligo ant | CYP2C9 inhib
> CCCCOn1c(C)c(C(=O)OCC)c2c3no[n+]([O-])c3ccc21
 : 13.9 | 1.5 | -13.8 | -0.000814 | 5.0 | -8.0 | 0.4 | 0 | 62.5*
> Cc1nc2c(ccc3nc(NC(=O)c4ccc5c(c4)OCCO5)sc32)s1
 : 7.6 | 9.1 | -9.6 | 0.443 | 15.2 | -9.0 | 0.4 | -2.07 | 62.9*
> CCCCNc1nc(=S)[nH]c2cc(OC)c(OC)cc12
 : 6.6 | 3.5 | -6.0 | 2.04 | 3.1 | -2.0 | 0.8 | -1.09 | 20.8
> Cc1cc(C)cc(CC2CC(=O)N(c3ccc4c(c3)OCCO4)C2=O)c1 (centres undefined)
 : -1.1 | 12.7 | -0.3 | -0.0203 | 0.6 | -3.0 | 1.1 | -1.32 | -15.0
> O=C(N/N=C/c1ccc(Cl)cc1)Nc1ccccc1
 : -2.1 | -4.2 | 4.6 | 0.385 | 22.2 | -4.0 | 0.9 | 0.6 | 5.4
> CNc1nnc(-c2cccc(N(C)C)c2)s1
 : -3.5 | 19.3 | 6.7 | 0.756 | 5.5 | 10.0 | 0.9 | -0.77 | 6.4
> COc1cc(-c2nnc3sc(-c4cccs4)nn23)cc(OC)c1OC
 : / | -2.5 | / | -0.215 | 23.3 | -2.0 | 0.2 | -0.11 | 79.7*
> O=C(CNC(=O)c1ccccc1)NC1(C(=O)NC2CCCC2)CCCCC1
 : -6.7 | 1.4 | 3.7 | -0.0711 | 8.2 | 5.0 | 1 | 0.73 | 4.3
> CCOC(=O)N1CCN(c2c(NC3CCN(Cc4ccccc4)CC3)c(=O)c2=O)CC1
 : -0.7 | -3.7 | -2.2 | -1.85 | 5.3 | 4.0 | 1 | / | -1.7
> CNC(=O)c1nc(C)n(-c2cc(Cl)cc(Cl)c2)n1
 : 4.9 | 20.6 | 1.3 | -0.646 | 0.9 | -12.0 | 1 | 2.68 | -3.9
> CCN1CCN(S(=O)(=O)c2cc(OC)ccc2OC)CC1
 : -6.7 | 9.1 | 6.5 | -0.769 | 1.1 | 5.0 | 1.2 | -0.58 | -17.6
> O=C(NCCCN1CCCCC1)c1ccc2c(c1)NC(=O)C(N1CCOCC1)S2 (centres undefined)
 : 0.5 | -2.4 | 1.6 | -0.196 | 16.3 | 3.0 | 1.1 | 0.01 | -7.1
> Cc1noc(C)c1COc1ccc(C(=O)OCC(=O)N2c3ccccc3NC(=O)C2(C)C)cc1
 : 9.7 | 6.1 | -6.7 | 1.46 | -8.0 | -1.0 | 0.6 | 0.38 | 36.6
> CC(=O)c1ccc(OCCCC(=O)NCC(c2ccco2)N(C)C)cc1 (centres undefined)
 : -3.6 | -4.5 | 0.9 | 0.378 | -3.6 | 0.0 | 0.4 | 0.61 | 62.7*
> O=C(CN1CCN(S(=O)(=O)c2ccc(F)cc2)CC1)Nc1ccccc1F
 : 1.4 | 5.1 | -2.6 | -0.731 | 6.0 | 2.0 | 0.6 | 0.78 | 40.4
> CCN1CCN(Cc2nc3c(c(=O)n(C)c(=O)n3C)n2Cc2ccccc2Cl)CC1
 : -16.7 | 3.3 | 12.4 | 0.0465 | 31.3* | 3.0 | 1 | / | -4.5
> O=C(c1cc(-c2ccccc2)on1)N1CCN(Cc2ccc3c(c2)OCO3)CC1
 : -11.8 | 13.0 | 7.8 | 2.49 | 15.2 | -10.0 | 0.3 | -0.49 | 68.5*
> Cc1ccc(C)c(OCCCC(=O)Nc2nccs2)c1
 : -0.2 | 6.0 | 3.9 | -1.16 | 17.6 | 0.0 | 0.7 | 1.09 | 30.2
> C=CCn1cnc2c(c1=O)c1nc3ccccc3nc1n2/N=C/c1cc(OC)c(OC)c(OC)c1
 : / | 20.3 | / | 2.67 | 2.1 | 4.0 | 1.1 | -2.1 | -5.9
> Cc1c(NC(=O)C(CC(=O)O)NCc2ccco2)c(=O)n(-c2ccccc2)n1C (centres undefined)
 : 3.1 | / | -4.4 | -0.58 | / | / | / | -0.27 | /

(cont.)
Screens in order: LYP inh 2 | PostGolgi yeast | PTPN22 act | hDAT+cocaine | PostGolgi ctrl | Ecoli WT expand | CYP2C9 activ | PTK2B oligo ant | CYP2C9 inhib
> CN(C)CCNc1oc(COc2ccc(Cl)cc2)nc1C#N
 : -7.6 | 9.2 | 6.8 | 0.396 | -3.9 | 13.0 | 0.9 | 0.11 | 13.1
> Cc1ccccc1CSc1nccn1-c1ccccc1
 : 11.9 | -11.4 | -9.1 | 0.832 | 0.3 | -1.0 | 0.4 | -0.76 | 57.4*
> CC(C)NC(=O)C1CCCN(S(=O)(=O)c2ccc(-n3cnnn3)cc2)C1 (centres undefined)
 : 2.2 | -3.8 | -0.5 | -0.351 | -9.6 | -2.0 | 0.5 | 0.27 | 50.7*
> COc1ccc2c(c1OC)C(=O)N1c3ccccc3C(=O)N(c3ccc(F)cc3)C21 (centres undefined)
 : 8.4 | -0.3 | -5.8 | -0.722 | 9.1 | -4.0 | 1 | 0.06 | -0.5
> Cc1cc(NC(=O)c2ccccc2Oc2ccccc2)no1
 : 16.1 | -8.2 | -13.2 | -0.035 | 14.7 | -10.0 | 0.9 | -0.7 | 8.5
> COC(=O)c1sccc1NC(=O)c1ccc2c(c1)OCO2
 : -5.3 | -4.4 | 9.2 | -0.303 | 3.2 | 1.0 | 1.1 | -1.53 | -5.9
> CCOC(=O)CCc1nc2ccccc2[nH]c1=O
 : -2.8 | -10.7 | 2.7 | -0.285 | 13.8 | 1.0 | 1.2 | 0.23 | -15.4
> CCCOc1ccc(C2NC(=O)NC2=O)cc1 (centres undefined)
 : -9.8 | -5.7 | 6.0 | -0.882 | 3.2 | 4.0 | / | -0.11 | /
> Nc1nc(CSc2ncccn2)nc(Nc2ccccc2)n1
 : 1.5 | 18.8 | -4.1 | -0.0443 | 2.4 | 2.0 | 1.3 | -0.36 | -28.3
> CCOC(=O)c1c(C)c(C(=O)NCCCOC(C)C)c(C)n1C
 : / | -7.2 | / | 0.355 | 16.1 | 10.0 | 1.5 | 0.56 | -48.5
> O=C(O)c1ccc2c(c1)CC(c1ccccc1)OC2=O (centres undefined)
 : 0.4 | 4.9 | -1.5 | -0.639 | 6.8 | -21.0 | / | 1.08 | /
> Cc1onc(-c2ccccc2Cl)c1C(=O)OCC(=O)N1CCCc2ccccc21
 : / | -2.4 | / | 1.73 | 4.3 | -16.0 | 0 | -1.72 | 95.8*
> Cc1nc(C)c(-c2ccccc2)c(=O)[nH]1
 : 5.7 | -1.6 | -7.1 | 0.418 | 9.9 | 0.0 | 1.1 | 0.09 | -9.1
> CN(C)CCCN1C(=O)c2oc3ccccc3c(=O)c2C1c1cccs1 (centres undefined)
 : 2.9 | -6.1 | -6.9 | -0.0668 | 2.4 | -13.0 | 0.7 | -0.03 | 26.4
> Cc1ccccc1OCC(O)Cn1nnc2ccccc21 (centres undefined)
 : 6.2 | / | -6.6 | -0.636 | / | / | / | 0.19 | /
> O=C(CCS(=O)(=O)c1cccc2nonc12)NCCc1ccccc1Cl
 : / | 12.3 | / | -3 | 2.2 | -9.0 | 0.6 | -0.62 | 37.9
> Cc1nc2sccn2c(=O)c1Cl
 : -9.0 | 5.3 | 13.6 | -1.96 | 21.4 | 3.0 | 1 | -0.02 | -3.4
> CCOC(=O)c1ccccc1NC(=O)CSc1nnnn1C
 : -2.2 | / | 2.8 | 0.00492 | / | / | / | 0.26 | /
> COC(=O)c1ccccc1NC(=O)c1cnc2sccn2c1=O
 : 9.0 | / | -6.1 | -1.24 | / | / | 0.9 | -0.23 | 8.6
> CCc1ccc(NC(=O)Cn2c(=O)oc3cc(S(=O)(=O)N4CCOCC4)ccc32)cc1
 : -5.4 | -6.8 | 2.3 | 0.0161 | -0.3 | 1.0 | 1.1 | / | -12.7

Remaining list, next part:
Screens in order: LYP inh 2 | PostGolgi yeast | PTPN22 act | hDAT+cocaine | PostGolgi ctrl | Ecoli WT expand | CYP2C9 activ | PTK2B oligo ant | CYP2C9 inhib
> CCS(=O)(=O)c1ccc2c(c1)N(S(=O)(=O)c1ccccc1)CC(C(=O)O)O2 (centres undefined)
 : -2.3 | 3.4 | 5.3 | 0.819 | 12.9 | 1.0 | 0.6 | 0.36 | 42.8
> COc1ccc(S(=O)(=O)Nc2c(C)ccc3nsnc23)cc1OC
 : / | -11.4 | / | -0.449 | 4.2 | 8.0 | 1 | 0.73 | 2.7
> CN1CCN(Cc2c(O)ccc3c(=O)c(Oc4ccccc4Cl)c(C(F)(F)F)oc23)CC1
 : -0.8 | -1.5 | -2.0 | -0.158 | 28.0 | -2.0 | 1.1 | / | -5.3
> CC1(C)C(=O)Nc2ccccc2N1C(=O)COC(=O)C12CC3CC(CC(O)(C3)C1)C2
 : 2.7 | 6.1 | 0.6 | -0.693 | 6.1 | 3.0 | 0.9 | -0.14 | 6.0
> CCCCCCN1CC(O)=C(c2nc3ccccc3[nH]2)C1=N
 : / | -5.8 | / | -0.353 | 14.4 | -4.0 | 0.1 | -0.07 | 89.9*
> Cc1cc(C)n2nc(SCC(=O)Nc3c(C)n(C)n(-c4ccccc4)c3=O)nc2n1
 : -13.2 | 1.6 | 17.6 | -0.209 | 6.8 | -4.0 | 1 | -0.52 | 3.4
> CCOc1ccc(C2C(C#N)=C(N)Oc3nc[nH]c(=O)c32)cc1OC (centres undefined)
 : 11.4 | 8.9 | -12.0 | 0.0628 | 5.8 | -1.0 | 0.9 | -0.19 | 12.1
> CC(C)(C)c1ccc2c(c1)OCC(C(=O)O)O2 (centres undefined)
 : -10.5 | -0.9 | 9.0 | -0.815 | -6.8 | 3.0 | 0.9 | 0.18 | 11.3
> Fc1ccc(N2CCN(c3ncnc4c3nnn4Cc3ccccc3Cl)CC2)cc1
 : 4.4 | / | -4.9 | 0.31 | / | / | / | 1.07 | /
> CC1(C)Oc2ccc3ccc(=O)oc3c2/C(=C/NCCN/C=C2\C(=O)C(C)(C)Oc3ccc4ccc(=O)oc4c32)C1=O
 : -0.5 | 5.8 | 2.8 | / | 18.2 | -10.0 | 1 | / | 1.2
> Cc1cc(C)c2cc(CN(CCO)C(=O)Nc3ccc(F)cc3)c(=O)[nH]c2c1
 : 3.8 | 11.6 | -7.1 | -0.451 | 15.7 | 5.0 | 0.6 | 0.01 | 38.4
> CC(=O)Oc1ccccc1C(=O)Oc1ccc(/C=N/n2cnnc2)cc1
 : 9.2 | 2.5 | -10.2 | 1.73 | 11.4 | -3.0 | 0.1 | -1.42 | 95.0*
> Cc1ccnn2c(-c3ccccc3)c3c(=O)n(C)c(=O)n(C)c3c12
 : -5.9 | 1.6 | 0.7 | -0.354 | 7.0 | -10.0 | 0.9 | / | 14.8
> COc1cccc(CNn2c(-c3cccc(C)c3)nc3ccccc3c2=O)c1
 : 2.4 | 3.7 | 0.0 | -0.532 | 35.6* | -23.0 | 0 | -1.41 | 98.1*
> CCOC(=O)COn1c2c(c3c4no[n+]([O-])c4ccc31)CCCC2
 : 3.0 | -4.3 | -4.7 | -0.313 | 10.0 | -4.0 | 0.7 | -0.13 | 26.9
> Cc1ccc2nc3sc(C(=O)N4CCOCC4)c(N)c3cc2c1
 : -12.2 | 1.0 | 12.2 | -0.0735 | 7.0 | 2.0 | 0.9 | 0.13 | 11.5
> Cc1c(Cl)cccc1NC(=O)CCCCCN1C(=O)CCC1=O
 : -6.7 | -10.6 | 6.3 | -0.873 | 1.5 | 0.0 | 0.7 | -0.04 | 30.3
> CC(=O)N1CCc2cc(S(=O)(=O)NCCC(=O)NCCc3ccccc3)ccc21
 : / | 4.1 | / | 0.569 | -3.7 | 6.0 | 0.6 | 2.04 | 44.6
> COc1cccc(N(CC(=O)N2CCN(C)CC2)S(=O)(=O)c2ccc(C)cc2)c1
 : 4.5 | -1.6 | -5.6 | 0.0988 | -5.1 | 2.0 | 1 | 0.08 | -1.6
> Cc1ccc2nc(NC(=O)CNS(=O)(=O)c3ccc(Br)s3)sc2c1
 : -2.2 | 6.9 | -0.5 | -0.221 | 10.5 | -12.0 | 0.4 | -0.31 | 62.8*

Assay outcomes: PubChem BioAssay, several laboratories
